Lipid storage S3 – qHTS Assay for Lipid Storage Modulators in Drosophila S3 Cells; 0.64% of 320,000 active; lipid storage change, negative = inhibition, % at the top dose, mostly 46.1 µM; hits show Potency in µM; Drosophila S3 cells, BODIPY lipid droplet fluorescence, 18-24 h; cells fed with added oleic acid; active means well fitted inhibition curve with a large enough effect in the signal ratio, with a control signal flat, not every such curve was filed as active; inconclusive means small, poorly fitted or top-dose-only effect, or effect the other way, or a change in a side signal; the % refers to the signal ratio
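Laser-scanning cytometry quantifies lipid droplet accumulation (500–530 nm total intensity; droplet/cell object ratio) in oleic acid-fed (400 uM added) Drosophila S3 cells treated with a concentration series. 20 uM Triacsin C defined 100% inhibition.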
Lipid storage S3 cell count max – also measured in Lipid storage S3; calls as there; cell number change, %; measured here: cell count max response;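 cells counted by Cell Tracker Red CMTPX staining in the red channel; peak over a dose series mostly up to 46.1 µM; percent activity relative to internal control wells on each plate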
Numbers without * were called inactive; i = inactive; ? = inconclusive; . = not tested or not shown; [ ] = another dose, or the depositor's remark. On the % scale 0 is the no-effect control and ±100 the full control effect; potency means the concentration at half of the fitted maximal effect. The list is partial; count on the stated rates, not on these rows.

A first look, 2 compounds:
Order of results – Lipid storage S3	Lipid storage S3 cell count max
- CCOc1ccc(-n2nnc3c(=O)n(CC(=O)c4ccccc4)cnc32)cc1
  ?	.
- CC(C)C(=O)Nc1ncc(Cc2cccc(Cl)c2)s1
  ?	.

The whole of this part, from the first entry:
Order of results – Lipid storage S3	Lipid storage S3 cell count max
- CCOc1ccc(-n2nnc3c(=O)n(CC(=O)c4ccccc4)cnc32)cc1
  ?	.
- CC(C)C(=O)Nc1ncc(Cc2cccc(Cl)c2)s1
  ?	.
- FC(F)(F)c1ccc(NC(=S)NCc2ccccc2)cc1
  ?	.
- COC(=O)c1cccnc1NC(=S)NC1CCCCC1
  9%	9
- CCNC(=O)/C(C#N)=C/c1c(N(Cc2ccccc2)Cc2ccccc2)nc2ccccn2c1=O
  -27%	0
- COc1ccc2nc(SCc3ccccc3C)nc(C)c2c1
  -4%	-13
- COc1ccc(C(=O)NCC(=O)N2CCNC(=O)C2)cc1OC
  ?	.
- Cc1nc2ccccc2c(=O)n1/N=C/c1ccncc1
  ?	.
- O=C(CN1C(=O)NC2(CCCC2)C1=O)OCC(=O)c1cccc(Cl)c1
  ?	.
- O=C(COC(=O)c1cccnc1Cl)Nc1cccc(S(=O)(=O)N2CCCCC2)c1
  -4%	-12

Some of these compounds in order of number of heavy atoms, rising:
Order of results – Lipid storage S3	Lipid storage S3 cell count max
- COC(=O)c1cccnc1NC(=S)NC1CCCCC1
  9%	9
- FC(F)(F)c1ccc(NC(=S)NCc2ccccc2)cc1
  ?	.
- COc1ccc(C(=O)NCC(=O)N2CCNC(=O)C2)cc1OC
  ?	.
- O=C(CN1C(=O)NC2(CCCC2)C1=O)OCC(=O)c1cccc(Cl)c1
  ?	.
- CCOc1ccc(-n2nnc3c(=O)n(CC(=O)c4ccccc4)cnc32)cc1
  ?	.
- O=C(COC(=O)c1cccnc1Cl)Nc1cccc(S(=O)(=O)N2CCCCC2)c1
  -4%	-12

(listing goes on)
Order of results – Lipid storage S3	Lipid storage S3 cell count max
- COc1cc(/C=C/C(=O)NC(C)CCc2ccccc2)cc(OC)c1OC (centres undefined)
  ?	.
- COc1ccccc1OCC(=O)N(Cc1nc(-c2ccc(Cl)cc2)no1)C(C)C
  ?	.
- O=[N+]([O-])C1=CC=C2C(=NC3(CCCCC3)N2O)C1=NCCO
  -7%	-8
- O=[N+]([O-])c1cc(-n2cccc2)ccc1N1CCOCC1
  i	.
- N#Cc1ccc(-c2ccc(F)cc2)nc1Oc1ccc(Cl)c(Cl)c1
  i	-11
- CC(C)NS(=O)(=O)c1ccc(OCC(=O)Nc2ccc3c(c2)OCCO3)cc1
  i	9
- CCCCNS(=O)(=O)c1ccc(S(=O)(=O)n2cnc3ccccc32)cc1
  8%	0
- Cc1ccc(C(=O)N/N=C\c2ccccc2[N+](=O)[O-])cn1
  ?	.
- CC(=O)Nc1ccc(S(=O)(=O)N(Cc2ccccc2)c2ccccc2)cc1
  ?	.
- C[C@@H](CN1C2=NC[C@H](Cc3ccc(O)cc3)N2C[C@H]1Cc1ccc(O)cc1)NC(=O)CCC1CCCCC1
  9%	7
- COC(=O)C(Cc1cnc[nH]1)NC(=O)C1CCC(=O)N1 (centres undefined)
  ?	.
- CCOCCCn1cnc2c3cc(F)ccc3n(C)c2c1=O
  13%	.
- CC1=[N+]([O-])C(N2CCOCC2)C(O)(c2ccccc2)C1 (centres undefined)
  ?	.
- COC(=O)c1c(C)[nH]c(C(=O)OC(C)C(=O)N2CCOCC2)c1C (centres undefined)
  -6%[0.0737 µM]	26
- CCc1c(C)nc(N)n2c(SCC(=O)N3CCN(c4ccccc4OC)CC3)nnc12
  9%	-7
- CCN1C(=O)[C@H]2[C@@H](c3ccc(C)cc3)N3C(=O)N(c4ccc(OC)cc4)C(=O)[C@@]3(C)[C@H]2C1=O
  ?	.
- Cc1ccc(CNC(=O)CCOc2ccc(C(C)(C)C)cc2)cc1
  2%	0
- COc1ccc(-c2noc(CCCC(=O)NCCc3ccccc3)n2)cc1OC
  i	1
- C=C(C)Cn1c(CCNC(=O)CC)nc2ccccc21
  0%	7
- COc1ccc(N(CC(=O)NC2CCCC2)S(=O)(=O)c2c(C)[nH]c(=O)[nH]c2=O)cc1
  ?	.

One compound at a time, as listed above. Order of screens: Lipid storage S3 | Lipid storage S3 cell count max
C=C(C)Cn1c(CCNC(=O)CC)nc2ccccc21 in the list: 0% | 7
COC(=O)c1c(C)[nH]c(C(=O)OC(C)C(=O)N2CCOCC2)c1C (centres undefined) in the list: -6%[0.0737 µM] | 26

Following part:
Order of results – Lipid storage S3	Lipid storage S3 cell count max
- O=c1[nH]c2cccc(F)c2n2cccc12
  10%	9
- COCCSc1ccccc1C(=O)NCc1ccc2c(c1)OCO2
  -22%	-7
- O=S(=O)(c1ccc(OCC(O)CN2CCc3ccccc3C2)cc1)N1CCOCC1 (centres undefined)
  ?	.
- COc1ccc(/C=C(/NC(=O)c2ccc(C)cc2)C(=O)NCc2ccncc2)cc1
  i	-12
- CCOC(=O)c1oc2ccccc2c1NC(=O)c1cccc(OC)c1OC
  i	.
- CCc1ccc2[nH]cc(C(=O)OCCOC)c(=O)c2c1
  ?	.
- C/C(=N\Nc1cccc(Cl)c1)C1(C)N(O)C(C)(C)C(c2ccco2)=[N+]1[O-] (centres undefined)
  7%	2
- CC1CC1C(=O)N(CCC1=CCCCC1)c1c(N)n(Cc2ccccc2)c(=O)[nH]c1=O (centres undefined)
  22%	.
- Cc1ccc(CC(=O)N2CCN(c3cccc(C(F)(F)F)c3)CC2)cc1
  ?	.
- Cc1cc(NC(=O)COC(=O)C2CCN(S(=O)(=O)c3cccc(Cl)c3Cl)CC2)no1
  ?	.
- COc1ccc(N=C2NC(=O)/C(=C/c3ccco3)S2)cc1
  -2%	16
- CCOc1ccc(NCC(=O)Nc2ccc(C)cc2C)cc1
  ?	.
- Cc1sc(NC(=O)CSc2nnc(COc3ccccc3)n2C)c(C#N)c1C
  ?	.
- COC(=O)c1ccc(NC(=O)c2ccccc2N(C)S(=O)(=O)c2ccccc2)cc1
  ?	.
- O=C(NCC1CCCO1)C(c1cccnc1)N(C(=O)Cc1cccs1)c1cccnc1 (centres undefined)
  -20%	-13
- COc1cccc(CNC(=O)CC(NC(=O)c2ccccc2)c2ccccc2)c1 (centres undefined)
  1%	-5
- O=C1CN(C(=S)NC(=O)c2ccccc2[N+](=O)[O-])CCN1
  1%	4
- COc1ccc(C(=O)Nc2ccc(F)cc2F)cc1
  -16%	-11
- C=CCNCCCCOc1cccc(Br)c1
  -1%	1
- OC(c1ccc(Cl)cc1)c1nnc(-c2ccccc2)o1 (centres undefined)
  17%	-24

Additional entries.
compound,Lipid storage S3,Lipid storage S3 cell count max
Cc1ccc(S(=O)(=O)CC(=O)NCc2ccccc2)cc1,?,.
O=C(Cc1ccc(Cl)cc1Cl)Nc1ccc(OC(F)F)c(Cl)c1,-10%,-27
Cc1nnc(NC(=O)CSc2ccc(-c3ccccn3)nn2)s1,-7%[9.22 µM],-7
COc1ccc(-c2c(C#N)c(N)nc3c2CCc2ccccc2-3)cc1OC,?,.
CC1=CCC2C(=O)N(c3ccc(OC(=O)c4ccco4)cc3)C(=O)C2C1 (centres undefined),?,.
Nc1c(CO)nnn1-c1ccccc1,-3%,-10
Cc1ccc(NC(=O)CN(C)C(=O)c2ccc(C(F)(F)F)cc2)cc1,?,.
CCOc1cc(NC(=S)NCC(C)C)c(OCC)cc1NC(=O)c1ccco1,10%,1
Cc1ccc2cc(C#N)c(NCCCNC(=O)C3CCCO3)nc2c1 (centres undefined),?,.
COc1ccc(S(=O)(=O)N2CCCN(S(=O)(=O)c3ccc(OC)c(C)c3)CC2)cc1C,?,.
N#C/C(=C\c1c[nH]c2ccc(Br)cc12)c1ccccn1,?,.
CC(=O)c1ccc(N2CCN(S(=O)(=O)c3ccc(-c4cc(C)no4)s3)CC2)cc1,i,.
O=Cc1cccn1Cc1ccc(Cl)cc1Cl,?,.
CCCCOC(=O)c1ccc(NC(=O)c2cc(Cl)ccc2OC)cc1,?,.
CN(C)/C=C/C(=O)c1ccccc1,i,.
C1CCc2c(nnc3c2-c2nonc2CC3)C1,?,.
Cc1ccnc(NS(=O)(=O)c2ccc(NC(=O)C3CCCO3)cc2)n1 (centres undefined),?,.
CCc1nc(NCC2CCCO2)c(C#N)c2c1COC(C)(C)C2 (centres undefined),?,.
CCCn1c2c(c(O)c(C(=O)Nc3nc(C)cs3)c1=O)CCCC2,?,.
COc1ccc(Br)cc1CN1CCN(S(=O)(=O)Cc2ccccc2)CC1,-8%,.
Cc1ccc(S(=O)(=O)NCCc2cccs2)cc1,10%,8
CS(=O)(=O)N1CCC(C(=O)N2CCN(c3cccc(Cl)c3)CC2)CC1,4%,-4
CCc1ccc(OCCNc2cc(N3CCNC(C)C3)ccc2[N+](=O)[O-])cc1 (centres undefined),?,.
Cc1ccccc1-n1c(-c2ccc(Cl)cc2)cnc1SCC(=O)NC1CCS(=O)(=O)C1 (centres undefined),?,.
Cc1nc(-c2ccncc2)nc(NCCNc2ccc(C(F)(F)F)cn2)c1Cl,?,.
Cn1nc(C(=O)OCC(=O)c2ccc(Br)cc2)c2ccccc2c1=O,i,-22
Cc1csc(NC(=O)CSc2nnc(NC(=O)COc3ccccc3)s2)n1,?,.
CC(=O)Nc1cccc(N)c1,?,.
O=C(N/N=C\c1ccccn1)c1ccccc1O,-5%,-2
O=C1CCCN1CCCNC(=S)Nc1cccc2ccccc12,?,.
CCCCCc1cc(O)c2c(C)cc(=O)oc2c1,?,.
O=C(NCc1ccc(F)cc1)c1cccc2c1C(=O)N(Cc1cccnc1)C2,?,.
Cc1c(NC(=S)N/N=C/C=C/c2ccc([N+](=O)[O-])cc2)c(=O)n(-c2ccccc2)n1C,0%,14
Cc1cc(-c2ccccc2)nc2c(Br)c(=O)[nH]n12,16%[9.22 µM],17
COc1ccccc1OCCC(=O)OCC(=O)NC(=O)NC(C)(C)C,?,.
CC(=O)c1c(C)[nH]c(C(=O)Nc2ccc(Cl)cc2F)c1C,?,.
COCCOC(=O)C1=C(C)NC(C)=C(C(=O)OCCOC)C1/C=C/c1ccccc1OC,?,.
Cc1c(S(=O)(=O)NC(C)c2ccccc2)c(=O)n(C)c(=O)n1C (centres undefined),?,.
CCOC(=O)c1sc(NC(=O)CC(C)c2ccccc2)nc1C (centres undefined),?,.
O=C(NCc1cccnc1)Nc1ccc(Br)cc1Cl,?,.
COc1ccc(C)cc1NC(=O)C(OC(=O)CNC(=O)c1ccc(Oc2ccccc2)cc1)c1ccccc1 (centres undefined),?,.
COc1ccc(-c2cc(C(=O)Nc3ccccc3)on2)cc1,1%[9.22 µM],-4
Cc1cc(-c2ccc(C)c(S(=O)(=O)NCCCN3CCN(c4ccccc4F)CC3)c2)on1,?,.
O=C(Nc1ccccc1C(=O)NCc1ccccc1)c1ccccc1,?,.
CCCCCN(C(=O)NC(=O)Nc1nncs1)S(C)(=O)=O,-32%,-3
CC(=O)c1ccc(-c2ccc(C(=O)Nc3nc(C)c(C(C)=O)s3)o2)cc1,?,.
CCN(CC)CCNC(=O)c1ccc2c(=O)n(C3CCCC3)c(=S)[nH]c2c1,?,.
Cc1cccc(-c2noc(-c3ccc(Cl)cc3[N+](=O)[O-])n2)c1,?,.
CC(NC(=O)Nc1ccc(Cl)cc1)c1ccc2c(c1)OCO2 (centres undefined),?,.
O=C(Cc1ccccc1)N1CCC2(CC1)NCCc1[nH]cnc12,i,-9
CCOC(=O)C(C(=O)OCC)c1c([N+](=O)[O-])c(=O)n2c3c(cccc13)CCC2,13%,0
O=C(c1ccc2c(c1)OCO2)N1CCN=C1SCc1ccccc1,?,.
O=C(CCN1C(=O)c2ccccc2C1=O)Nc1cccc(F)c1,-30%,26
CCOC(=O)CSC1=C(C#N)C(c2ccccc2OCC)C(C(=O)OCC)C(=O)N1 (centres undefined),18%,-5
CCOC(=O)C(C)Sc1nc(-c2cccs2)ccc1C#N (centres undefined),?,.
COc1ccc(C(CC(=O)Nc2ccccn2)N2Cc3ccccc3C2=O)cc1 (centres undefined),?,.
O=S(=O)(NC1c2cccc3cccc(c23)C1N1CCN(CCO)CC1)c1ccccc1 (centres undefined),?,.
CCCN(C(=O)c1cc(Cl)nc2ccccc12)c1c(N)n(Cc2ccccc2)c(=O)[nH]c1=O,-9%,-4
CCNC(=O)COC(=O)c1cc(=O)[nH]c2ccccc12,-1%,8
O=C(c1nc2ccc(Cl)cn2c1CNCC[C@@H]1C[C@@H]2C=C[C@H]1C2)N1CCCCCCC1,-5%,-10

New compounds follow:
compound,Lipid storage S3,Lipid storage S3 cell count max
CCOC(=O)N1CCC(Nc2cc(C)nc3c(-c4ccccc4OC)c(C)nn23)CC1,?,.
O=C(CCn1c(=O)oc2ccc(Cl)cc21)N1CCN(c2ccccc2)CC1,?,.
COc1ccc(C(=O)Nc2cc(C)on2)cc1[N+](=O)[O-],-4%,-12
Cc1ccn2c(NC(=O)c3ccccc3)c(-c3ccccc3)nc2c1,i,16
O=C(NCc1ccc2c(c1)OCO2)c1cnc2ccccn2c1=O,?,.
Cc1ccc(NC2c3ccccc3C(=O)N2c2cccnc2)cc1 (centres undefined),-1%,.
COc1ccc(CNC(=O)c2cnc(C)cn2)c(OC)c1,?,.
